All columns: NCI-60 one-dose screen, growth in % after 48 h at 10 µM unless noted; 100 = growth as untreated, 0 = no growth, -100 = all killed.
DU-145: DU-145 prostate cancer; 4.2% of 81,000 active
SF-539: SF-539 CNS cancer. 6.8% of 81,000 active
U251: U251 CNS tumor cells; 5.4% of 80,000 active
SF-268: SF-268 CNS cancer cells | 3.1% of 82,000 active | AID 1794759
OVCAR-8: OVCAR-8 ovarian cancer. 4.4% of 81,000 active
SNB-19: SNB-19 CNS cancer cells; 2.5% of 81,000 active; AID 1794751
SF-295: SF-295 CNS cancer cells. 5.6% of 79,000 active
PC-3: PC-3 prostate cancer cells. 3.9% of 80,000 active. AID 1794754
* hit, by the source's call; [ ] = dose if it differs, or a comment. The calls were made as follows: active = growth percent below 10; inactive = the rest.

Screening N#C/C(=C\c1ccc(-c2cccc(C(F)(F)F)c2)o1)c1nc(-c2ccc(F)cc2)cs1 returned DU-145 108, SF-539 99, U251 101, SF-268 99, OVCAR-8 101, SNB-19 94, SF-295 98 and PC-3 93.
For Cc1ccc2oc(=O)cc(-c3cc(-c4cc5cc(Br)ccc5oc4=O)nc(N)c3C#N)c2c1 the results were DU-145 64, SF-539 33, U251 50, SF-268 66, OVCAR-8 52, SNB-19 77, SF-295 58 and PC-3 55.
For Cc1cc(C)n(-c2nc3ccccc3[nH]c2=O)n1 the results were DU-145 111, SF-539 100, U251 99, SF-268 99, OVCAR-8 101, SNB-19 91, SF-295 97 and PC-3 92.
C=C(C)[C@@H]1CC[C@]2(C)[C@H](CC[C@@H]3[C@@H]([C@@](C)(O)CCC=C(C)C)CC[C@]32C)[C@@]1(C)CCC(=O)N1CCN(C)CC1 was read as DU-145 -80*[100 µM], SF-539 -94*[100 µM], U251 -79*[100 µM], SF-268 -79*[100 µM], OVCAR-8 -66*[100 µM], SNB-19 -95*[100 µM], SF-295 -89*[100 µM] and PC-3 -62*[100 µM].
For COC(=O)c1c(C)[nH]c(/C=C2\N=C(c3ccc[nH]3)C=C2OC)c1C the results were DU-145 9.5*, SF-539 -60*, U251 -28*, SF-268 18, OVCAR-8 -7.2*, SNB-19 30, SF-295 -57* and PC-3 9.1*.
OB(O)c1cccc(-c2nc3ccc4[nH]ncc4c3c3c2CCCC3)c1F was read as DU-145 50, SF-539 8.6*, U251 51, SF-268 53, OVCAR-8 53, SNB-19 58, SF-295 69 and PC-3 55.
For COc1ccc(-c2cs/c(=N\N=C\c3ccc(F)cc3)n2-c2ccccc2)cc1 the results were DU-145 98, SF-539 80, U251 80, SF-268 95, OVCAR-8 83, SNB-19 77, SF-295 95 and PC-3 70.
CC(=O)c1ccc(NC(=O)CSc2nnc(-c3ccc4nc(-c5ccc([N+](=O)[O-])cc5)[nH]c4c3)o2)cc1 was read as DU-145 114, SF-539 91, U251 97, SF-268 101, OVCAR-8 93, SNB-19 115, SF-295 106 and PC-3 102.
For O=C(CCCCC(=O)N/N=C\c1ccccc1Cl)N/N=C\c1ccccc1Cl the results were DU-145 63, SF-539 72, U251 44, SF-268 82, OVCAR-8 42, SNB-19 56 and PC-3 35.
`CCN(CC)S(=O)(=O)c1ccc(-c2nc(C(Cl)Cl)nc3cc(C)nn23)cc1` gave DU-145 16, SF-539 51, U251 8.3*, SF-268 56, OVCAR-8 12, SNB-19 46, SF-295 48 and PC-3 31.
For O=C1CCC(=O)N1CCO the results were DU-145 107, SF-539 102, U251 96, SF-268 104, OVCAR-8 102, SNB-19 111 and SF-295 112.
For O=c1c2cc(F)ccc2sc2c(Nc3ccncc3)nc3ccccc3c12 the results were DU-145 4.3*, SF-539 71, U251 -33*, SF-268 -10*, OVCAR-8 -18*, SNB-19 25, SF-295 101 and PC-3 -11*.
For NS(=O)(=O)c1ccc(Nc2cc(-c3ccccc3)nc(SCC(=O)c3ccccc3)n2)cc1 the results were DU-145 103, SF-539 101, U251 100, SF-268 97, OVCAR-8 99, SNB-19 92, SF-295 100 and PC-3 98.
`O=C(NNC(=O)c1cc2oc(-c3cccc(C(F)(F)F)c3)cc2[nH]1)c1ccccc1` gave DU-145 76, SF-539 87, U251 92, SF-268 66, OVCAR-8 66, SNB-19 97, SF-295 95 and PC-3 91.
Screening O=C(CCCl)c1ccc(O)cc1 returned DU-145 106, SF-539 101, U251 96, SF-268 98, OVCAR-8 102, SNB-19 101, SF-295 107 and PC-3 98.
Screening COc1ccc2nc(Nc3cccc(NC(=O)c4ccc(CN5CCCN(C)CC5)c(C(F)(F)F)c4)c3)ccc2c1 returned DU-145 -54*, SF-539 -56*, U251 1.5*, SF-268 -9.0*, OVCAR-8 2.3*, SNB-19 -76*, SF-295 -54* and PC-3 -57*.
Screening NC1=NC(c2ccccc2Cl)c2c(n[nH]c2N)N1 (stereo unspecified) returned DU-145 82, SF-539 87, U251 62, SF-268 47, OVCAR-8 57, SNB-19 61, SF-295 42 and PC-3 82.
`O=c1c2cccc(Cl)c2sc2c(NCCCNCCO)nc3ccccc3c12` gave DU-145 14, SF-539 27, U251 11, SF-268 42, OVCAR-8 27, SNB-19 46, SF-295 74 and PC-3 42.
`CCOc1ccccc1C1N(Cc2ccc(OC)cc2)CCCN1Cc1ccc(OC)cc1` gave DU-145 102, SF-539 88, U251 82, SF-268 91, OVCAR-8 99, SNB-19 98, SF-295 104 and PC-3 75.
CC(=O)Oc1ccc(OC(C)=O)c2c1CC1(C)OC1(C)C2 (stereo unspecified) was read as DU-145 113, SF-539 103, U251 101, SF-268 113, OVCAR-8 101, SNB-19 116, SF-295 111 and PC-3 106.

Some of these compounds in order of molar mass, ascending:
For Cc1cc(C)n(-c2nc3ccccc3[nH]c2=O)n1 the results were DU-145 111, SF-539 100, U251 99, SF-268 99, OVCAR-8 101, SNB-19 91, SF-295 97 and PC-3 92.
Screening NC1=NC(c2ccccc2Cl)c2c(n[nH]c2N)N1 (stereo unspecified) returned DU-145 82, SF-539 87, U251 62, SF-268 47, OVCAR-8 57, SNB-19 61, SF-295 42 and PC-3 82.
For COc1ccc(-c2cs/c(=N\N=C\c3ccc(F)cc3)n2-c2ccccc2)cc1 the results were DU-145 98, SF-539 80, U251 80, SF-268 95, OVCAR-8 83, SNB-19 77, SF-295 95 and PC-3 70.
CC(=O)c1ccc(NC(=O)CSc2nnc(-c3ccc4nc(-c5ccc([N+](=O)[O-])cc5)[nH]c4c3)o2)cc1 was read as DU-145 114, SF-539 91, U251 97, SF-268 101, OVCAR-8 93, SNB-19 115, SF-295 106 and PC-3 102.

The listing picks up, starting two compounds before the break.
`CCOc1ccccc1C1N(Cc2ccc(OC)cc2)CCCN1Cc1ccc(OC)cc1` gave DU-145 102, SF-539 88, U251 82, SF-268 91, OVCAR-8 99, SNB-19 98, SF-295 104 and PC-3 75.
CC(=O)Oc1ccc(OC(C)=O)c2c1CC1(C)OC1(C)C2 (stereo unspecified) was read as DU-145 113, SF-539 103, U251 101, SF-268 113, OVCAR-8 101, SNB-19 116, SF-295 111 and PC-3 106.
COc1cc(/C=C/C(=O)c2ccc(NC(=O)CSc3nnc(-c4cc(-c5ccc(S(N)(=O)=O)cc5)nc5ccccc45)n3-c3ccccc3)cc2)cc(OC)c1OC was read as DU-145 101, SF-539 90, U251 94, SF-268 95, OVCAR-8 76, SNB-19 90, SF-295 101 and PC-3 94.
`Clc1ccc(-c2nnc(-c3nc4ccccc4nc3Cl)o2)c(Cl)c1` gave DU-145 115, SF-539 99, U251 103, SF-268 99, OVCAR-8 106, SNB-19 99, SF-295 104 and PC-3 97.
For CC(=O)OCCN1CCN(CCCN2c3ccccc3Sc3ccc(C(F)(F)F)cc32)CC1 the results were DU-145 96, SF-539 86, U251 70, SF-268 78, OVCAR-8 97, SNB-19 98, SF-295 94 and PC-3 67.
Screening CC(C)(C)c1cc(/C=C2\S/C(=N/c3ncn[nH]3)NC2=O)cc(C(C)(C)C)c1O returned DU-145 32, SF-539 18, U251 2.4*, SF-268 23, OVCAR-8 11, SNB-19 24, SF-295 14 and PC-3 12.
`CCCCCOC(=O)c1ccccc1O` gave DU-145 107, SF-539 100, U251 101, SF-268 105, OVCAR-8 107, SNB-19 106, SF-295 98 and PC-3 87.
Screening CCSCC1CC(O)(c2ccccc2)C(c2ccccc2)C(c2ccc(Cl)cc2)O1 (stereo unspecified) returned DU-145 18, SF-539 -16*, U251 5.1*, SF-268 17, OVCAR-8 -11*, SNB-19 28, SF-295 -54* and PC-3 4.7*.
`O=C1/C(=C/c2ccc(Cl)cc2)Sc2ccc(F)cc21` gave DU-145 107, SF-539 92, U251 95, SF-268 99, OVCAR-8 104, SNB-19 96, SF-295 98 and PC-3 98.
O=C(NCn1c(=O)[nH]c2ccccc2c1=O)Nc1nc2ccccc2s1 was read as DU-145 48, SF-539 54, U251 56, SF-268 57, OVCAR-8 56, SNB-19 71, SF-295 53 and PC-3 49.
Screening CS(C)(O)NC(N)=O returned DU-145 103, SF-539 106, U251 99, SF-268 95, OVCAR-8 116, SNB-19 117, SF-295 94 and PC-3 102.
Screening NNC(=O)CNC(=O)Cn1c(=O)[nH]c2ccccc2c1=O returned DU-145 106, SF-539 91, U251 104, SF-268 103, OVCAR-8 101, SNB-19 88, SF-295 90 and PC-3 87.
CCCCNC(=O)c1cccc(C2CCCCC2)c1O was read as DU-145 88, SF-539 98, U251 89, SF-268 91, OVCAR-8 93, SNB-19 104, SF-295 102 and PC-3 103.
`O=C(/C=C/c1ccc(C(F)(F)F)cc1)c1c(O)c2ccccc2oc1=O` gave DU-145 104, SF-539 101, U251 108, SF-268 96, OVCAR-8 103, SNB-19 100, SF-295 102 and PC-3 102.
Screening CN(CCC(=O)c1ccccc1)CCC(=O)c1ccccc1 returned DU-145 104, SF-539 88, U251 98, SF-268 101, OVCAR-8 93, SNB-19 93, SF-295 108 and PC-3 96.
Screening COc1ccc2c(c1)c(-c1nc(N)nnc1-c1ccccn1)cn2C returned DU-145 108, SF-539 95, U251 93, SF-268 99, OVCAR-8 100, SF-295 91 and PC-3 92.
COc1ccc(-c2cs/c(=N\N=C\c3cccc(F)c3)n2C)cc1 was read as DU-145 93, SF-539 91, U251 80, SF-268 95, OVCAR-8 95, SNB-19 93, SF-295 88 and PC-3 65.
`COc1ccc(/C(C)=N/NC(=O)CSc2nc(-c3cnccn3)cc(-c3cccs3)c2C#N)cc1` gave DU-145 103, SF-539 96, U251 110, SF-268 102, OVCAR-8 104, SNB-19 100, SF-295 101 and PC-3 96.
`CC(=C(c1ccc(OCCN2CCOCC2)cc1)c1ccc(OCCN2CCOCC2)cc1)c1ccc(Cl)cc1` gave DU-145 98, SF-539 84, U251 76, SF-268 89, OVCAR-8 98, SNB-19 86, SF-295 80 and PC-3 64.
CC(=O)c1cccc(-c2nc(N)nc(Nc3ccccc3SSc3ccccc3Nc3nc(N)nc(-c4cccc(C(C)=O)c4)n3)n2)c1 was read as DU-145 89, SF-539 96, U251 104, SF-268 86, OVCAR-8 105, SNB-19 106, SF-295 99 and PC-3 91.
Screening O=c1oc(-c2cccc([N+](=O)[O-])c2)nc2ccccc12 returned DU-145 114, SF-539 98, U251 103, SF-268 108, OVCAR-8 103, SNB-19 99, SF-295 95 and PC-3 99.
Screening COc1ncc(-c2ccc3nccc(C#CCN4CCN(S(C)(=O)=O)CC4)c3c2)cc1NS(=O)(=O)c1ccc(F)cc1F returned DU-145 18, SF-539 -16*, U251 6.8*, SF-268 6.1*, OVCAR-8 7.2*, SF-295 13 and PC-3 0.2*.
Screening COc1ccc(C(=O)c2cc(F)c(F)c(OC)c2F)c(OC(=O)C(Cl)Cl)c1OC(=O)C(Cl)Cl returned DU-145 98, SF-539 84, U251 88, SF-268 88, OVCAR-8 84, SNB-19 75, SF-295 95 and PC-3 81.
Screening NC(N)=NS(=O)(=O)c1ccc(N=C2C(=O)Nc3ccccc32)cc1 returned DU-145 104, SF-539 92, U251 106, SF-268 105, OVCAR-8 113, SF-295 112 and PC-3 85.
`COc1cc(CNS(=O)(=O)c2ccc(C)cc2)ccc1OCc1cn(-c2ccc(Br)cc2)nn1` gave DU-145 104, SF-539 107, U251 101, SF-268 94, OVCAR-8 102, SNB-19 104, SF-295 97 and PC-3 92.
COc1ccc(-c2nn(-c3cccc(NC(=O)Nc4ccccc4)c3)cc2-c2ccncc2)cc1Cl was read as DU-145 50, SF-539 -59*, U251 -36*, SF-268 28, OVCAR-8 0.3*, SNB-19 84, SF-295 -7.2* and PC-3 8.8*.
Nc1nc(Nc2ccccc2SSc2ccccc2Nc2nc(N)nc(-c3ccc(I)cc3)n2)nc(-c2ccc(I)cc2)n1 was read as DU-145 66, SF-539 89, U251 34, SF-268 43, OVCAR-8 60, SNB-19 37, SF-295 48 and PC-3 19.
C/C=C1/CN2CC[C@H]1C(=O)c1[nH]c3ccccc3c1C2 was read as DU-145 103, SF-539 101, U251 107, SF-268 96, OVCAR-8 108, SNB-19 102, SF-295 97 and PC-3 94.
`Fc1ccc(NC(=S)N/N=C\c2ccccc2Cl)cc1` gave DU-145 125, SF-539 128, U251 89, SF-268 122, OVCAR-8 108, SNB-19 111, SF-295 103 and PC-3 97.
`OCC1OC(OC2OC(CO)C(O)C(O)C2O)C(O)C(O)C1O` (stereo unspecified) gave DU-145 107, SF-539 102, U251 106, SF-268 111, OVCAR-8 106, SNB-19 114 and PC-3 121.
Screening CNC(=O)c1cc(-c2ccc(NS(=O)(=O)c3ccc(C(C)(C)C)cc3)cc2)nc2cccnc12 returned DU-145 98, SF-539 65, U251 78, SF-268 83, OVCAR-8 95, SNB-19 80, SF-295 100 and PC-3 89.
For CC(=O)c1cccc(C)n1 the results were DU-145 115, SF-539 110, U251 109, SF-268 105, OVCAR-8 111, SNB-19 103, SF-295 107 and PC-3 95.
For CCCCCC(=O)Oc1ccccc1OC the results were DU-145 109, SF-539 102, U251 101, SF-268 103, OVCAR-8 102, SNB-19 108, SF-295 102 and PC-3 98.
CCCNC1=CC(=O)c2ccccc2C1=O was read as DU-145 107, SF-539 99, U251 103, SF-268 96, OVCAR-8 97, SNB-19 105, SF-295 103 and PC-3 89.
Screening COc1ccc(-c2nc3ncccn3c2-c2nc3ccc(C)cc3[nH]2)cc1 returned DU-145 100, SF-539 103, U251 104, SF-268 99, OVCAR-8 102, SNB-19 114, SF-295 107 and PC-3 101.
For Cc1c(C(=O)OCCCl)c(=O)n(-c2ccccc2)n1C the results were DU-145 118, SF-539 94, SF-268 99, OVCAR-8 101, SNB-19 105, SF-295 96 and PC-3 105.
Screening CCN1CCN(CC(=O)Nc2nc3ccc([N+](=O)[O-])cc3s2)CC1 returned DU-145 111, SF-539 98, U251 94, SF-268 104, OVCAR-8 106, SNB-19 98, SF-295 92 and PC-3 93.
CCCCCOC(=O)Nc1ncccn1 was read as DU-145 110, SF-539 102, U251 94, SF-268 99, OVCAR-8 95, SNB-19 104, SF-295 97 and PC-3 79.

Assay outcomes deposited in PubChem BioAssay by NCI.
